Screens (PubChem)
Autophagy mod – autophagy modulation, high-content screen; MEF GFP-LC3 puncta imaging; test concentration mostly 10 µM; calls only at 10 µM (by protocol); actives 0.98% (n = 190,000); AID 463193;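 active = percentage of spot-positive cells more than 3 SD above its plate mean, without a fluorescence outlier flag or 80% toxicity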;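 note: spot-positive cell cutoff set from DMSO-treated cells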
bCat nuc transl – modulators of beta-catenin nuclear translocation; HeLa beta-catenin nuclear translocation, immunofluorescence imaging; nuclear translocation activity, % at 5 µM; actives 0.3% (n = 190,000);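 active = nuclear translocation activity above 50% at 5 µM, with a well cell count of 50 or more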;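 note: per-cell ratio of nuclear to cytoplasmic median beta-catenin stain intensity; plate controls were DMSO negative control for no effect and GSK-3 inhibitor IX positive control for full effect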
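Test system: human HeLa cell line; Doses: 5 µM primary, 0.02–20 µM confirmation; Incubation: 24 h compound exposure, 37°C; Detection: beta-catenin immunofluorescence imaging with DAPI; Read-out: beta-catenin nuclear/cytoplasmic ratio, % activation.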
Hep lipid drop – hepatic lipid droplet formation modulation | inhibition, % at 6.5 µM | AML12 mouse hepatocytes, oleate lipid droplets, BODIPY imaging | AID 1656 | actives 0.4% (n = 240,000);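 active = lipid droplet intensity inhibited by at least 50%, with more than 500 cells counted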
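Assay system: AML12 mouse liver cells | Compound: 6.5 µM single-point dosing | Schedule: Overnight exposure | Technique: Fluorescence imaging, 20x objective, two fields per well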
PhoP inhibition – PhoP-dependent GFP reporter repression – Salmonella Typhimurium, primary screen (AID 1863); S. Typhimurium PhoP-regulated promoter GFP reporter, 4 h; higher % means a stronger effect; inhibition, % at 50 µM, or IC50 in µM where a hit was titrated; actives 0.16% (n = 300,000);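 active = inhibition over 29.93%, a cutoff 3 SD above the screen mean, later confirmed by dose response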;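 note: 0% = low Mg2+ inducing control and 100% = high Mg2+ repressing control; strong numbers were not always called active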
MT stabilize HCS – stabilizes microtubules in HeLa cells | AID 2205 | actives 0.83% (n = 200,000) | % tubulin-high responders, % at 10 µM | HeLa tubulin immunostaining HCS, 24 h; share of cells brighter than vehicle mean+2SD;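 active = plate Z-score above 3 for both tubulin-high and condensed-nucleus cell shares, with cell loss under 80%, at 10 µM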;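 note: anti alpha tubulin signal scored within the nucleus-defined area of each cell; some results filed as inactive read as strong as hits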
Ins promoter up – MIN6 insulin promoter up-regulation; MIN6 insulin promoter-GFP reporter, high-content imaging; stronger effect = higher value; z-score at 5 µM; actives 0.3% (n = 190,000); AID 1625;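 active = z-score above 3 at 5 µM with at least 500 cells counted in the well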
Dynein transport – blocks dynein driven cargo transport along microtubules. 3617.4 mouse cells, GR-EGFP nuclear translocation imaging; test concentration mostly 20 µM; stimulated with dexamethasone, 1 µM; stronger effect = lower value. z-score, hits read low. actives 0.47% (n = 220,000);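 active = plate z-score of nuclear minus cytoplasmic receptor signal below a set negative limit, without overly bright fluorescence or cell loss, cut at about -3.5 in these data, passing the limit was not always enough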;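 note: z-score of nuclear minus cytoplasmic ring GR-EGFP intensity difference per well; some compounds called inactive have numbers as strong as hits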
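Buffer or medium: tetracycline-free induction medium containing charcoal-stripped FBS / Reagent: dexamethasone agonist, 1.0 µM final, for 30 min / Technique: automated 10x imaging of fixed Hoechst-stained cells / Times: induction 48 h, compound 1 h, agonist 30 min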
CSM14.1 death rescue – protection against thapsigargin-triggered cell killing – 384-well, CSM14.1, ATP luminescence, primary screen (AID 1222); cellular ATP content (survival), % at 20 µM; hits with a dose series show EC50 in µM; CSM14.1 thapsigargin-induced death rescue, ATP luminescence; higher % means a stronger effect; 190,000 tested, under 10 active;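 active = EC50 below 50 µM in the dose-response confirmation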;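 note: death triggered by thapsigargin at about 15 µM added after 2 h compound pretreatment; cell ATP read after overnight thapsigargin exposure of roughly 18 to 22 hours; normalized against plate controls of thapsigargin alone and 5% DMSO vehicle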
T cell modulator – modulates CD8 T cell binding to vesicles; 2C CD8+ T cell-vesicle binding, flow cytometry; stronger effect = lower value; calls only at 7 µM; actives 0.068% (n = 330,000); AID 2052;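 active = response, share of CD8 T cells binding vesicles, and their 90th percentile fluorescence all below set limits, cut at about 80% in these data, passing the limit was not always enough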
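material = purified 2C TCR transgenic mouse naive CD8+ T cells | controls = Unloaded micro-vesicles (low), QL9 vesicles with 0.7% DMSO (high) | detection = cytometric PE anti-B7-1 and Alexa647 anti-CD8 signals after 1% paraformaldehyde fixation | incubation = binding step 1.5 h, 37 °C, antibody labelling 20 min, ice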
Dynein transport cytoplasmic EGFP – also measured in Dynein transport; calls as there; z-score; measured here: cytoplasmic GR-EGFP intensity; stronger effect = higher value
Dynein transport nuclear GR-EGFP – recorded beside Dynein transport, whose call it bears; z-score; measured here: nuclear GR-EGFP intensity;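 lower value marks the stronger effect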
Dynein transport cell count – further read-out of Dynein transport, marked with its call; z-score; measured here: cell count per field
Ins promoter up cell count – recorded beside Ins promoter up, whose call it bears; cell count; measured here: cytotoxicity, nuclei count;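 total cells summed across four imaged fields per well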
Hep lipid drop cells 6.5 µM – recorded beside Hep lipid drop, whose call it bears; cell count; measured here: cell count, cytotoxicity flag;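 cells counted across two imaged fields per well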
bCat nuc transl cell count 5 µM – recorded beside bCat nuc transl, whose call it bears; cell count; measured here: cell count, cytotoxicity flag
T cell modulator vesicle-bound % – second read-out of T cell modulator, no call of its own (marks repeat the call); double positive events, %; measured here: CD8+ vesicle-bound cell fraction;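 binding gate set so that unloaded-vesicle control wells show 10% double positive cells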
MT stabilize HCS Hoechst-high % – further read-out of MT stabilize HCS, marked with its call; % Hoechst-high responders; measured here: nuclear condensation Hoechst responders;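 share of cells brighter than vehicle mean plus two SD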
MT stabilize HCS cytotoxicity % – also measured in MT stabilize HCS; calls as there; toxicity, %; measured here: cytotoxicity by cell density;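 0% = mean cell density of plate MIN control wells and 100% = no cells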
Autophagy mod cell loss 18 h – recorded beside Autophagy mod, whose call it bears; toxicity, %; measured here: cell loss, nuclei count;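 cell loss after 18 h compound exposure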
Active calls of the source: *; i = inactive; . = no result given.

SMILES	Autophagy mod	Autophagy mod cell loss 18 h	bCat nuc transl	bCat nuc transl cell count 5 µM	Hep lipid drop	Hep lipid drop cells 6.5 µM	PhoP inhibition	MT stabilize HCS	MT stabilize HCS Hoechst-high %	MT stabilize HCS cytotoxicity %	Ins promoter up	Ins promoter up cell count	Dynein transport	Dynein transport cytoplasmic EGFP	Dynein transport nuclear GR-EGFP	Dynein transport cell count	CSM14.1 death rescue	T cell modulator	T cell modulator vesicle-bound %
COc1ccc(C)cc1NC(=O)CN1CCN(C/C=C/c2ccccc2)CC1	i	-5.8	0.4	1171	-2.6	744	16.4%	2.1	1.1	7.2	-1.44	755	-0.498	0.28	0.0348	0.657	-1.8%	i	31.4
CCCc1nc2cc(Cl)c([N+](=O)[O-])cc2o1	i	1.2	-0.9	949	8.3	680	1.0%	3.8	2.8	0.5	1.09	1459	-0.693	0.375	-0.169	0.998	-0.4%	i	56.6
CC(=O)Nc1cc(NC(C)=O)c(CC(C)C)s1	i	-42.5	-5.0	1175	-0.7	731	-2.1%	3.4	3.4	4.6	-0.09	1206	-0.166	-0.211	0.681	0.0572	-3.7%	i	23.8
COC(=O)CSCC(=O)Nc1cc2c(cc1C(C)=O)OCO2	i	0.8	-1.4	1141	.	.	0.5%	6.8	1.5	3.8	0.42	1168	1.53	-0.316	1.21	-1.3	-1.7%	i	40.1
O=C(CN(C(=O)CNC(=O)c1cccs1)c1ccc2c(c1)OCCO2)NC1CCCC1	i	-5.2	-0.7	1105	-5.6	627	-3.8%	3.5	2.1	3.6	0.52	1987	-0.419	-0.212	-0.401	-0.0735	0.3%	i	8.0
COc1ccc(-n2c(=O)[nH]cc(C(=O)N3CCCc4ccccc43)c2=O)cc1	i	-9.4	0.5	1400	.	.	3.1%	7.1	1.2	6.6	0.74	1417	1.67	-0.454	1.01	-0.887	-0.9%	i	15.9
CN(Cc1cccs1)C(=O)COc1ccc(-c2nnco2)cc1	.	.	-6.8	1122	.	.	-9.5%	1.9	2.2	8.4	0.05	1211	-0.666	-0.198	-0.0363	-0.051	-1.7%	i	57.1
COc1cccc(-c2nc(S(=O)(=O)c3ccccc3)c(N3CCOCC3)o2)c1	i	1.5	2.3	904	-24.7	775	12.1%	0.9	0.3	28.2	0.66	1214	0.469	-0.287	0.563	0.703	0.0%	i	34.1
O=C(c1ccc(-c2ccc(Cl)cc2)o1)N1CCN(c2ccc([N+](=O)[O-])cc2Cl)CC1	i	7.6	-0.3	1058	-70.9	348	4.1%	2.3	2.1	5.2	-1.41	1262	-1.99	-0.271	-0.974	0.838	-1.2%	i	16.9
CC(C)(C)c1ccc(COC(=O)CNC(=O)CNC(=O)Cc2ccccc2)cc1	i	3.8	0.0	1356	.	.	-0.8%	2.6	1.8	7.1	0	1499	-0.109	-0.193	0.38	0.364	-1.2%	i	50.8
O=C(Nc1ncc(Cc2ccccc2Cl)s1)c1ccc(-c2cccc([N+](=O)[O-])c2)o1	i	-11.9	-0.2	1000	8.5	643	-9.2%	3.7	1.9	5.2	-2.17	1253	0.106	-0.248	0.325	0.269	0.4%	i	40.8
C/C(Cc1ccccc1)=N\NC(=O)C1CCCCC1	i	5.6	.	.	.	.	3.8%	2.1	3.2	9.0	1.79	1347	-0.0338	-0.278	0.768	-0.16	-0.9%	i	51.8
CNC(=O)c1csc(-c2ccccc2)n1	i	2.2	1.3	1276	.	.	14.8%	1.4	1.3	0.8	0.16	1472	1.39	-0.132	0.182	-0.904	3.0%	i	30.0
O=C(NC(Nc1cc(C(F)(F)F)ccc1Cl)C(=O)c1ccccc1)c1ccccc1 (stereo unspecified)	i	37.0	0.2	1340	.	.	1.0%	1.5	1.8	9.4	-0.49	1488	-0.977	-0.197	-0.492	0.389	-0.3%	i	60.1
CC1=C(C(=O)OC(C)C)C(c2ccncc2)n2ncnc2N1 (stereo unspecified)	i	-5.1	-2.0	1176	0.4	740	9.1%	5.1	2.4	5.2	1.8	1119	0.658	-0.258	-0.284	-0.48	-2.2%	i	55.0

The last 2 records of the part before open the next one:
SMILES	Autophagy mod	Autophagy mod cell loss 18 h	bCat nuc transl	bCat nuc transl cell count 5 µM	Hep lipid drop	Hep lipid drop cells 6.5 µM	PhoP inhibition	MT stabilize HCS	MT stabilize HCS Hoechst-high %	MT stabilize HCS cytotoxicity %	Ins promoter up	Ins promoter up cell count	Dynein transport	Dynein transport cytoplasmic EGFP	Dynein transport nuclear GR-EGFP	Dynein transport cell count	CSM14.1 death rescue	T cell modulator	T cell modulator vesicle-bound %
O=C(NC(Nc1cc(C(F)(F)F)ccc1Cl)C(=O)c1ccccc1)c1ccccc1 (stereo unspecified)	i	37.0	0.2	1340	.	.	1.0%	1.5	1.8	9.4	-0.49	1488	-0.977	-0.197	-0.492	0.389	-0.3%	i	60.1
CC1=C(C(=O)OC(C)C)C(c2ccncc2)n2ncnc2N1 (stereo unspecified)	i	-5.1	-2.0	1176	0.4	740	9.1%	5.1	2.4	5.2	1.8	1119	0.658	-0.258	-0.284	-0.48	-2.2%	i	55.0
O=C(Nn1c(SCc2cccc([N+](=O)[O-])c2)nc2ccccc2c1=O)c1ccccc1	i	-15.3	0.7	957	-11.5	709	20.0%	3.6	3.2	10.3	-0.05	1088	0.358	-0.256	-0.197	0.164	-2.7%	i	53.6
O=C(NC1CCCCC1)C1CCC(CNS(=O)(=O)c2cccc3nsnc23)CC1 (stereo unspecified)	i	4.5	.	.	.	.	8.0%	7.0	2.8	3.0	-0.74	962	4.38	0.0733	2.52	-1.46	0.4%	i	41.8
COc1cc(/C=N/n2c(-c3ccccc3)n[nH]c2=S)cc(OC)c1OC	.	.	1.2	1230	27.8	735	-8.3%	.	.	.	0.42	969	-1.05	-0.196	0.0934	-0.302	.	i	34.7
CCCCn1c(NCc2ccccn2)nc2ccccc21	i	-0.2	-0.5	858	.	.	6.6%	1.6	1.4	4.9	-0.32	1053	2.89	-0.12	1.66	-1.89	1.0%	i	29.5
Cc1noc(/C=C/c2ccco2)c1S(=O)(=O)N1CCC(C(=O)N2CCc3ccccc3C2)CC1	i	15.7	3.1	1377	.	.	1.0%	3.1	4.9	7.5	-0.82	728	-2.58	0.508	-1.41	0.941	-1.7%	i	53.2
Cc1cc2nnc(SC(C)C#N)n2c2ccccc12 (stereo unspecified)	i	-5.6	0.3	1033	11.4	795	-17.6%	1.0	1.7	35.4	0.15	1138	-0.701	-0.217	-0.0882	0.651	0.1%	i	32.9
COc1ccc(NC(=S)N2CCN(c3ccccn3)CC2)cc1	i	-9.9	-1.9	861	-7.8	667	-5.9%	3.3	1.5	1.4	0.22	1388	-0.586	-0.207	-0.424	0.674	-2.5%	i	60.3
Cc1ccc(-n2cnnn2)c(S(=O)(=O)N2CCOCC2)c1	i	-5.2	-2.3	1199	-2.7	755	2.2%	2.7	2.8	7.3	0.16	946	-0.293	-0.244	-0.201	0.482	-3.1%	i	7.5
CC1CC(C)CN(c2ncc3c(n2)CC(c2ccccc2)CC3=O)C1 (stereo unspecified)	i	-1.3	-0.8	643	.	.	8.8%	2.7	1.0	7.2	0.51	888	-1.15	-0.243	-0.37	0.939	-0.9%	i	60.4
CCOC(=O)CC1(c2ccc(OC)c(OC)c2)C(=O)c2ccccc2C1=O	.	.	-0.7	1366	-27.7	688	-11.7%	.	.	.	-0.53	1423	0.211	-0.0658	0.273	-0.257	.	i	45.7
CCn1cc(CNC(=O)NC2CCCCC2)c(C)n1	i	2.1	-4.2	526	4.5	687	-6.4%	2.2	1.4	0.4	-0.03	1269	0.0186	-0.244	0.187	-0.145	-1.3%	i	46.8
NC(=O)c1ccccc1N/C=C/C(=O)c1ccc(Cl)cc1Cl	i	0.0	-0.9	1374	.	.	2.1%	2.9	2.0	4.3	-0.1	1527	0.163	-0.0556	0.453	0.574	-2.1%	.	.
O=c1cc(-c2ccc(O)cc2)oc2c(O)c(O)c(O)c(O)c12	.	.	-0.2	1089	-10.3	718	-7.4%	.	.	.	-0.73	1444	-1	-0.0859	-0.474	0.29	.	i	58.3
COc1ccc(N2CCN(C(=O)CCN3C(=O)c4ccccc4S3(=O)=O)CC2)cc1	i	6.6	4.0	1455	.	.	-6.7%	8.2	2.5	2.2	0.18	1449	0.256	-0.136	0.457	-0.284	-0.2%	i	40.9
CSc1nc(N)nc(N(C)C)n1	.	.	-2.5	1145	2.8	710	-7.9%	.	.	.	0.27	1452	0.611	-0.23	0.297	-0.427	.	i	25.1
O=C(Nc1ccc(Cn2cccn2)cc1)c1ccc(COc2ccc(Br)cc2)cc1	i	31.3	-1.7	1201	3.0	759	5.7%	2.4	2.4	9.2	-0.41	860	0.00176	-0.241	0.403	-0.257	0.5%	i	43.4
Cc1c[nH]c2cccc(OCC(O)CNC(C)(C)C)c12 (stereo unspecified)	i	-1.3	.	.	-4.5	757	13.1%	2.5	1.5	1.1	0.65	1244	-0.134	-0.273	-0.814	1.43	-2.3%	i	35.5
CC(C)N(C(=O)Cn1c(SCC(=O)Nc2nccs2)nc2ccccc21)C(C)C	i	1.1	0.2	1148	-9.6	718	-1.7%	3.6	1.7	5.9	.	.	-0.266	-0.253	-0.135	0.0444	-2.1%	i	30.9
COCCCn1cnc2c(c1=O)c1nc3ccccc3nc1n2-c1ccc(C)cc1	i	-2.5	0.4	1112	.	.	4.6%	1.6	1.8	7.3	.	.	-0.799	-0.125	-0.374	0.87	-0.5%	i	38.5
